Assay outcomes (PubChem BioAssay)
SSB-PriA inh – inhibitors of Klebsiella pneumoniae PriA binding to SSB C-terminal tail, primary screen, biochemical, AlphaScreen; PriA–SSB C-terminal tail interaction (Klebsiella pneumoniae); AlphaScreen SSBct-PriA binding, biotinylated peptide; inhibition, % at 33 µM; actives 0.6% (n = 430,000); in the data active = inhibition mostly above about 37%, no sharp cut-off; inactive = mostly below about 20%;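 note: plate controls were negative control peptide for no effect and reference peptide for full effect; strong numbers were not always called active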
Starred values were filed as active, the others as inactive; & = joins results of further samples. Some of the compounds tested. The share of hits here may be higher or lower than overall.

A first look, 17 compounds:
For COc1ccccc1OCC(=O)N(Cc1ccc(Cl)cc1)C1CCS(=O)(=O)C1 (stereo not drawn) the results were SSB-PriA inh -6.
For Cc1ccccc1Cn1cnc2c(cnn2CCN)c1=O the results were SSB-PriA inh 5.
`CON=Cc1c(C(=O)OC)nn(-c2ccccc2)c1Cl` gave SSB-PriA inh -3.
For O=C(Nc1nc(-c2ccccn2)cs1)c1cc2c(s1)CCCC2 the results were SSB-PriA inh 51.
For O=C(CSc1nccn2nc(-c3cccc4ccccc34)cc12)Nc1cccc(Cl)c1 the results were SSB-PriA inh -3.
For CC1CCCC(C)N1S(=O)(=O)c1cccc(C(F)(F)F)c1 (stereo not drawn) the results were SSB-PriA inh -26.
For N#CC(C#N)=C1C=C(c2ccccc2)Sc2ccccc21 the results were SSB-PriA inh -6.
Screening C/C(C=NNC(=O)c1ccccc1C)=C\c1ccccc1 returned SSB-PriA inh -4.
`COc1ccc(CC(=O)N2CC(c3nc(-c4cccs4)no3)C2)cc1OC` gave SSB-PriA inh 5.
COC(=O)c1cc(C(=O)OC)c(C(=O)OC)nc1C(=O)OC was read as SSB-PriA inh -20.
Screening O=[N+]([O-])c1ccc(N2Cc3ccccc3CS2(=O)=O)cc1 returned SSB-PriA inh -10.
`O=C(c1cccs1)N1CCN(C(=S)c2cccc(Br)c2)CC1` gave SSB-PriA inh -8.
COc1ccc(C2C(C#N)C(=N)SC3C(=O)N(c4ccc(C)cc4)C(=O)C32)cc1 (stereo not drawn) was read as SSB-PriA inh -13.
For Cc1nc(-c2cccnc2)sc1C(=O)NCCn1nc(-n2cncn2)ccc1=O the results were SSB-PriA inh -16.
O=C(Cc1csc(Nc2cccc(Cl)c2)n1)Nc1ccc2c(c1)OCO2 was read as SSB-PriA inh 27.
For O=C(CN1CCN(C[C@H](O)c2ccco2)CC1)NC1CC1 the results were SSB-PriA inh -6.
Cc1nn(C2CCS(=O)(=O)C2)c2nc(-c3ccc(F)cc3)cc(C(=O)NCCCn3ccnc3)c12 (stereo not drawn) was read as SSB-PriA inh 1.

All compounds of this part, repeating the preview:
For COc1ccccc1OCC(=O)N(Cc1ccc(Cl)cc1)C1CCS(=O)(=O)C1 (stereo not drawn) the results were SSB-PriA inh -6.
For Cc1ccccc1Cn1cnc2c(cnn2CCN)c1=O the results were SSB-PriA inh 5.
`CON=Cc1c(C(=O)OC)nn(-c2ccccc2)c1Cl` gave SSB-PriA inh -3.
For O=C(Nc1nc(-c2ccccn2)cs1)c1cc2c(s1)CCCC2 the results were SSB-PriA inh 51.
For O=C(CSc1nccn2nc(-c3cccc4ccccc34)cc12)Nc1cccc(Cl)c1 the results were SSB-PriA inh -3.
For CC1CCCC(C)N1S(=O)(=O)c1cccc(C(F)(F)F)c1 (stereo not drawn) the results were SSB-PriA inh -26.
For N#CC(C#N)=C1C=C(c2ccccc2)Sc2ccccc21 the results were SSB-PriA inh -6.
Screening C/C(C=NNC(=O)c1ccccc1C)=C\c1ccccc1 returned SSB-PriA inh -4.
`COc1ccc(CC(=O)N2CC(c3nc(-c4cccs4)no3)C2)cc1OC` gave SSB-PriA inh 5.
COC(=O)c1cc(C(=O)OC)c(C(=O)OC)nc1C(=O)OC was read as SSB-PriA inh -20.
Screening O=[N+]([O-])c1ccc(N2Cc3ccccc3CS2(=O)=O)cc1 returned SSB-PriA inh -10.
`O=C(c1cccs1)N1CCN(C(=S)c2cccc(Br)c2)CC1` gave SSB-PriA inh -8.
COc1ccc(C2C(C#N)C(=N)SC3C(=O)N(c4ccc(C)cc4)C(=O)C32)cc1 (stereo not drawn) was read as SSB-PriA inh -13.
For Cc1nc(-c2cccnc2)sc1C(=O)NCCn1nc(-n2cncn2)ccc1=O the results were SSB-PriA inh -16.
O=C(Cc1csc(Nc2cccc(Cl)c2)n1)Nc1ccc2c(c1)OCO2 was read as SSB-PriA inh 27.
For O=C(CN1CCN(C[C@H](O)c2ccco2)CC1)NC1CC1 the results were SSB-PriA inh -6.
Cc1nn(C2CCS(=O)(=O)C2)c2nc(-c3ccc(F)cc3)cc(C(=O)NCCCn3ccnc3)c12 (stereo not drawn) was read as SSB-PriA inh 1.
Screening O=C(Cc1ccc(NC(=O)NCCOc2ccccc2)cc1)NCc1cccs1 returned SSB-PriA inh -19.
`O=C(Nc1ccc2scnc2c1)c1ccco1` gave SSB-PriA inh -12&2.
Screening O=C(Nc1nccs1)N[C@H]1CC(=O)N(c2ccc(Cl)cc2)C1 returned SSB-PriA inh -12.
COc1ccc([C@@H](O)CNC(=O)C(=O)Nc2ccc(F)c(F)c2)cc1OC was read as SSB-PriA inh -3.
`O=c1oc2ccc(F)cc2cc1S(=O)(=O)N1CCCCCC1` gave SSB-PriA inh -9.
For COc1ccccc1C1(CNC(=O)CCc2ccccc2Br)CCOCC1 the results were SSB-PriA inh 0.
`O=C(NCC1CCC(c2nc3ccccc3[nH]2)CC1)C1CC1` (stereo not drawn) gave SSB-PriA inh -7.
O=C(NC[C@H]1CC(=O)N(Cc2ccccc2)C1)NC1CCCCC1 was read as SSB-PriA inh -17.
For O=C(NCC1(O)CCCC1)C1CC(=O)N(c2ccc(F)cc2)C1 (stereo not drawn) the results were SSB-PriA inh -9.
`COc1ccccc1N1CCN(N=Cc2sccc2C)CC1` gave SSB-PriA inh 21.
`Cc1ccccc1NC(C)C(=O)N/N=C/c1ccccn1` (stereo not drawn) gave SSB-PriA inh inactive.
Screening CCN(CC)c1ccc(C=NNC(=O)CNC(=O)c2cccs2)cc1 returned SSB-PriA inh 5.
CC(=NOCC(=O)Nc1ccccc1)c1cccs1 was read as SSB-PriA inh -29.
For CC(C)Sc1ccc(CC(=O)NCc2cncc(-c3cccs3)c2)cc1 the results were SSB-PriA inh 3.
For CS(=O)(=O)c1ccc(Nc2nc(C(=O)N3CCc4ccccc43)cs2)cc1 the results were SSB-PriA inh 18.
Screening CSc1ccc(CC(=O)Nc2nnc(Cc3cccs3)o2)cc1 returned SSB-PriA inh -5.
Screening CCCCc1ccc2nc(Nc3nc4ccc(F)cc4s3)sc2c1 returned SSB-PriA inh 13.
Screening CC(C)NC(=S)NN=Cc1cccnc1 returned SSB-PriA inh -8.
`Cn1cccc1[C@@H](O)CNS(=O)(=O)c1ccc2c(c1)OCCO2` gave SSB-PriA inh -14.
Screening O=C(NN=C/C(Cl)=C/c1ccccc1)c1ccco1 returned SSB-PriA inh -4.
Screening CCCOc1ccc(-c2c(C(=O)NN=Cc3cccnc3)nnn2-c2nonc2N)cc1 returned SSB-PriA inh -9.
`O=C(CS(=O)(=O)c1cn(Cc2cccc(F)c2)c2ccccc12)NC1CCCCC1` gave SSB-PriA inh -2.
`O=C(NCCc1ccccc1)c1ccc(NS(=O)(=O)c2cccc(Cl)c2)cc1` gave SSB-PriA inh -7.
Screening C#CCOc1ccccc1C=NNC(=O)c1ccccc1OCc1ccccc1 returned SSB-PriA inh 7.
Screening COc1cccc(CNC(=O)CSc2nccnc2N2CCN(c3ccc(F)cc3)CC2)c1OC returned SSB-PriA inh -8.
Cc1cnc(NC(=O)C2CN(C(=O)c3cnccn3)C2)s1 was read as SSB-PriA inh -17.
For COc1cc(-c2nnc(NC(=O)c3ccccc3I)o2)cc(OC)c1OC the results were SSB-PriA inh 6.
`O=C(Cc1ccccc1)NN=Cc1cc(Br)cc(Cl)c1O` gave SSB-PriA inh -15.
Screening O=C(Nc1nc(C(=O)Nc2nc(-c3ccco3)cs2)co1)c1cnccn1 returned SSB-PriA inh -1.
O=C(CS(=O)(=O)c1cccs1)N1CCN(c2ccccc2F)CC1 was read as SSB-PriA inh -3.
For CCc1cc(=O)n(CCNC(=O)NCCOc2ccccc2)cn1 the results were SSB-PriA inh -7.
For C=CCn1c(N)c(C(=O)NCc2ccc3c(c2)OCO3)sc1=S the results were SSB-PriA inh 12.
For CC1C(=O)N2CCCc3cc(S(=O)(=O)Nc4cccc(Cl)c4Cl)cc1c32 (stereo not drawn) the results were SSB-PriA inh 3.
C[C@H](Oc1ccccc1)C(=O)Nc1cnn(CC2CCOCC2)c1 was read as SSB-PriA inh -11.
For CCS(=O)(=O)c1cccc(C(=O)N(Cc2ccccn2)c2nc3c(Cl)cccc3s2)c1 the results were SSB-PriA inh 6.
Cn1nnn(-c2ccc(NC(=O)NC3CCCCC3)cc2)c1=O was read as SSB-PriA inh -9.
COc1ccc(-c2cn3cccnc3n2)cc1NC(=O)c1ccccc1Cl was read as SSB-PriA inh -14.
`O=C(Cn1cnc2ccccc2c1=O)N1CC(S(=O)(=O)C2CCCCC2)C1` gave SSB-PriA inh -10.
Screening O=C(CC1CCCCC1)NCCOc1ccc(-c2ccco2)nn1 returned SSB-PriA inh -6.
COc1ccccc1NC(=O)CSc1nc2ccccc2c(=O)n1C1CCCCC1 was read as SSB-PriA inh -8.
CCOc1ccc(C=NNC(=O)c2ccccc2NC(=O)c2ccc(OC)cc2)cc1 was read as SSB-PriA inh 5.
For Cc1ccc([N+](=O)[O-])cc1NC(=O)CCN1C(=O)c2ccccc2S1(=O)=O the results were SSB-PriA inh -1.
For Cc1nc(C)c(-c2cc(C(=O)N3CCN(c4ccccc4)CC3)n[nH]2)s1 the results were SSB-PriA inh -9.
`O=C(c1ccc(Cl)s1)N1CC(c2nc(-c3ccc[nH]c3=O)no2)C1` gave SSB-PriA inh -18.
Cc1ccc(NC(N)=Nc2nc(CSc3ccccn3)cc(=O)[nH]2)c(C)c1 was read as SSB-PriA inh -26.
CCc1c(C)nc(SCc2c(F)cccc2Cl)[nH]c1=O was read as SSB-PriA inh -4.
O=C(Cn1c(=O)oc2ccccc21)NCCSC1CCOCC1 was read as SSB-PriA inh -10.
For O=C(Cc1csc(SCC(=O)Nc2ccc(F)cc2)n1)NCc1cccs1 the results were SSB-PriA inh -12.
For CN1C(=O)c2ccc(NC(=O)c3cc(=O)c4ccccc4o3)cc2C1=O the results were SSB-PriA inh -1.
For COc1ccc(CCNC(=O)NCCC(O)c2cc3ccccc3o2)cc1 (stereo not drawn) the results were SSB-PriA inh -10.
Screening O=[N+]([O-])c1ccc(-c2csc(=Nc3ccccc3)n2CCCO)cc1 returned SSB-PriA inh 65.
For c1cc(CN2CCNCC2)ccn1 the results were SSB-PriA inh 21.
`CCC(CC)n1ccc(C(=O)Nc2nc(-c3ccccn3)cs2)n1` gave SSB-PriA inh 3.
`Cc1c(-c2nc(-c3ccc(Br)cc3)cs2)nnn1-c1ccccc1` gave SSB-PriA inh -4.
`COc1ccccc1-c1ccc(SCC(=O)c2ccc([N+](=O)[O-])cc2)nn1` gave SSB-PriA inh 13.
Screening Cc1ccc(S(=O)(=O)Nc2ccc3c(c2)CN(C(=O)c2ccccc2)CC3)cc1Cl returned SSB-PriA inh -2&0.
`CC(C)=CC(=O)N1CCC(Oc2ccc(C)nn2)C1` (stereo not drawn) gave SSB-PriA inh -7.
CNC(=O)C(=O)NCc1ccncc1 was read as SSB-PriA inh -1.
Screening COc1ccc(C=NNC(=O)COc2cccc3cccnc23)cc1OC returned SSB-PriA inh -7.
Screening CCCc1cc(-n2nnc3ccccc32)n2c(nc3ccccc32)c1C#N returned SSB-PriA inh 1.
Screening COC(=O)C1=C(NC(=O)c2ccc(OC)cc2OC)CCS1 returned SSB-PriA inh -27.
`COc1ccc(Br)cc1C=NNc1ccc(S(=O)(=O)Nc2ccccc2C(=O)O)cc1[N+](=O)[O-]` gave SSB-PriA inh 7.
For O=C(Cn1cc(S(=O)(=O)N2CCCC2)ccc1=O)NCc1cccs1 the results were SSB-PriA inh -13.
O=C(Nc1ccc2c(c1)C(=O)NCC2)c1ccc2ccccc2n1 was read as SSB-PriA inh -1.
For O=C(O)c1nc(Cl)c(Cl)c(NN=Cc2ccccc2C(F)(F)F)c1Cl the results were SSB-PriA inh -12.
Screening CN1C(=O)C(C)(C)COc2ccc(NC(=O)c3ccccc3C(F)(F)F)cc21 returned SSB-PriA inh 13.
`Cn1c(NCC(=O)O)nc2c1c(=O)[nH]c(=O)n2C` gave SSB-PriA inh -12.
Screening CCOc1ccc(C(=O)Nc2nnc(-c3ccc(Br)s3)o2)cc1 returned SSB-PriA inh -12.
CCOC(=O)N1CCC(NC(=O)C2COCC(=O)N2Cc2cccs2)CC1 (stereo not drawn) was read as SSB-PriA inh -10.
`O=C(Nc1ccncc1NC(=O)c1ccc2ncsc2c1)c1ccc2ncsc2c1` gave SSB-PriA inh -18.
Screening O=C(CN1C(=O)c2ccccc2C1=O)NCC1CCN(Cc2cccs2)CC1 returned SSB-PriA inh -10.
CCOC(=O)N1CCN(C(c2ccccc2F)c2sc3nc(-c4ccco4)nn3c2O)CC1 (stereo not drawn) was read as SSB-PriA inh 8.
For Cc1oc(-c2ccccc2)nc1Cn1cccc(S(=O)(=O)N2CCCC2)c1=O the results were SSB-PriA inh -23.
Screening O=C1NC(=S)NC(=O)C1=C1C=C(c2ccccc2)N(Cc2ccccc2)C2=C1CCCC2 returned SSB-PriA inh -12.
For COC(=O)c1ccc(OC)c(CN2C(=O)N(Cc3ccc(OC)cc3)S(=O)(=O)c3ccccc32)c1 the results were SSB-PriA inh -8.
For Cc1ncn(CCNC(=O)Nc2cccc(Cl)c2C)c(=O)c1C the results were SSB-PriA inh -3.
Screening BrCC1CN2CCSC2=N1 (stereo not drawn) returned SSB-PriA inh -2.
Screening Cc1cc(O)cc(=O)n1C1CC1 returned SSB-PriA inh 12.
`CSc1ccccc1C(=O)N1CCN(c2nccn2-c2cccc(Cl)c2)CC1` gave SSB-PriA inh -20.
Screening Cc1ccc(-n2nnc(C(=O)Nc3ccc4oc(=O)ccc4c3)c2C)cc1 returned SSB-PriA inh -22.
`O=C(c1ccco1)N1CCCC(c2nnc(-c3ccc4c(c3)OCO4)o2)C1` (stereo not drawn) gave SSB-PriA inh -12.
CCc1ccc(-c2cc3c(SCC(=O)Nc4ccc(OC)c(Cl)c4)nccn3n2)cc1 was read as SSB-PriA inh -2.
Screening CC(=O)Nc1ccc(SCC(=O)Nc2cc(C)no2)nn1 returned SSB-PriA inh -1.
For CCOc1cc(Nc2ccc(NS(=O)(=O)c3cc(OC)c(C)cc3C)cc2)nc(C)n1 the results were SSB-PriA inh 16.
`CC(C)(C)c1cc(N)cc(C(C)(C)C)c1` gave SSB-PriA inh -3.
`O=C1CCCC(=NNC(=O)c2ccc(CN3c4cccc5cccc(c45)S3(=O)=O)cc2)C1` gave SSB-PriA inh -4.
